# Bioassay records: PubChem BioAssay, several laboratories
# aDG glyco act = increases alpha dystroglycan glycosylation. Pro5-aDG cells, alpha-DG glycosylation AlphaScreen (IIH6); 0% Pro5, 100% B10-LARGE cell signal. activation, % at 10 µM. hit rate 0.22% among 360,000;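 active = activation of at least 8% versus controls, or a plate z-score of at least 8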;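 note: Pro5 are CHO cells carrying HIG-tagged alpha-DG that lacks glycosylation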
# N-glyco inh = blocks N-linked glycosylation in D54 reporter cells. D54 ERlucT glycosylation luciferase reporter, 24 h; percent of 100 nM tunicamycin response. reporter increase, % at 12.5 µM. hit rate 0.23% among 360,000;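 active = mean luciferase reporter signal, scaled so untreated is 0 and the glycosylation-blocking control 100, at or above a set limit in every replicate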;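 note: luciferase carries N-glycosylation sites so blocking glycosylation raises the light; 0% = median of neutral control wells and 100% = median of 100 nM tunicamycin wells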
# CaV13 ICDI inh = Disruptors of the CACNA1D IQ motif to Ca2+-dependent inactivation inhibitor domain association, primary screening, Förster resonance energy transfer in intact living …; HEK cells, CFP/YFP FRET ICDI-IQ, plate reader, 10 min; percent FRET-ratio fall versus neutral wells; inhibition, % at 12.3 µM; hit rate 0.098% among 340,000; AID 743397;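 active = mean replicate inhibition of at least 30% and at least 1% of replicates passing that level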;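 note: 0% = median of the neutral control wells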
# Vif imaging = blocks HIV Vif function; HEK293T cells, Vif self-association by quenched fluorescence, imaging, 24 h; hit rate 0.35% among 340,000; inhibition, % at 7.49 µM; in the data active = inhibition above about 50%, passing the limit was not always enough; note: some results filed as inactive read as strong as hits
# hiPSC survival = hiPSC single-cell survival enhancement | ATPlite luminescence; 100% = ROCK inhibitor wells, 0% = DMSO | survival enhancement, % at 20 µM | hit rate 0.044% among 360,000 | AID 602274; in the data active = survival enhancement above about 18%;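 note: cells exposed to compounds for 16 hours before the ATP read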
# Granule exo inh = lytic granule exocytosis inhibition; TALL-104 LAMP-1 surface exposure, flow cytometry; cells stimulated with thapsigargin and PMA; inhibition, % at 10 µM; hit rate 0.66% among 360,000; AID 651702;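 active = inhibition above about 55%, limit read from the data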
# ABCB6 inh MLPCN = inhibitors of human ABC transporter ABCB6 | AID 602162 | hit rate 0.19% among 360,000 | Q9NP58 | K562-ABCB6 porphyrin accumulation, flow cytometry, 1 h; stronger effect = lower value | fluorescence ratio to DMSO, % at 10 µM;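 active = fluorescence ratio to DMSO below 75%, the collection mean minus 3 SD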;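 note: signal is porphyrin accumulated inside mitochondria; 100% equals median channel fluorescence of DMSO control wells; lower ratio means ABCB6 inhibition with less porphyrin fluorescence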
# Target sequence (Q9NP58 whole entry, looked up): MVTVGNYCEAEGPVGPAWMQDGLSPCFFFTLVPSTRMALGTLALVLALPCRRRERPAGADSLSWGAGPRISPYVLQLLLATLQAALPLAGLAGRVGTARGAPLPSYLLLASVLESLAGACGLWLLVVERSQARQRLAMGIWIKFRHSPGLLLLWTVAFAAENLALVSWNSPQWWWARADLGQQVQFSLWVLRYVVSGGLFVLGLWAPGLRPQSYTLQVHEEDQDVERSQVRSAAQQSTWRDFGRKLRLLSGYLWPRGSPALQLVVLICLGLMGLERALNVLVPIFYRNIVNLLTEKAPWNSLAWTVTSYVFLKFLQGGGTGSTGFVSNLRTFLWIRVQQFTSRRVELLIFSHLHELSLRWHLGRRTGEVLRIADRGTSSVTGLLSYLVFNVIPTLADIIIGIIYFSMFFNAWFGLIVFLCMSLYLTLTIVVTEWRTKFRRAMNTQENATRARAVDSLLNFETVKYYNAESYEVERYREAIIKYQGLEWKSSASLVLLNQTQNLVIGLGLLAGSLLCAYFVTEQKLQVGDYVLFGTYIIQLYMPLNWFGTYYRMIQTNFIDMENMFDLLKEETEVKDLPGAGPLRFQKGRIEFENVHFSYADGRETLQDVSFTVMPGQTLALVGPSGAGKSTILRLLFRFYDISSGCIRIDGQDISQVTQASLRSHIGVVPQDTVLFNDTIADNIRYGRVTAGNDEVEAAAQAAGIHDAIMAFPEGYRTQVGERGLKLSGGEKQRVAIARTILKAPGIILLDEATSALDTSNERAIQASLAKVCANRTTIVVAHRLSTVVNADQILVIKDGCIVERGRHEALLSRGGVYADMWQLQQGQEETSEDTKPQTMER
# m5-HT2A agonist = mouse HTR2A agonism via beta-arrestin recruitment. CHO-K1 mHTR2A beta-arrestin complementation, luminescence; percent of 30 µM serotonin response. activation, % at 7.6 µM. hit rate 0.66% among 360,000. AID 624169;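 active = activation above a run cutoff, the mean activation of all tested compounds plus 3 SD, cut at about 14% in these data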;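 note: 0% = plate median of compound wells and 100% = 30 µM serotonin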
# PDI turbidity = blocks human protein disulfide isomerase activity; P07237; PDI insulin aggregation turbidity, A650, 90 min; inhibition, % at 10 µM; hit rate 0.052% among 350,000;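 active = mean inhibition across replicates of 30% or more, whatever share of single replicates reach that level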;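 note: absorbance from insulin aggregation driven by PDI reduction with DTT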
# Cardio protect = modulators protecting cardiomyocytes from myocardial damage | H9c2 cardiomyocytes, H2O2 injury protection, ATPLite, 2 h | protection from H2O2 cell death, % at 20 µM | hit rate 0.63% among 360,000 | AID 588492;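 active = compounds giving at least 50% protection of heart cells from peroxide-induced death in the single-dose screen, raw or plate-pattern-corrected value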;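 note: 0% = DMSO wells with peroxide and 100% = DMSO wells without peroxide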
# Numbers without * were called inactive; / = not tested or not shown.
SMILES,aDG glyco act,N-glyco inh,CaV13 ICDI inh,Vif imaging,hiPSC survival,Granule exo inh,ABCB6 inh MLPCN,m5-HT2A agonist,PDI turbidity,Cardio protect
COc1ccc(OC)c(C(=O)NC(CC(N)=O)c2ccc(NC(C)C)c([N+](=O)[O-])c2)c1 (configuration not stated),0.0,-1,-12,-2,1.3,6,97,-4,3,-1
O=c1oc2cc(O)ccc2c2oc3cc(O)ccc3c12,-0.2,5,-5,-6,-3.0,-2,97,-1,-10,8
CCc1cc2c(=O)n(CC(=O)NCCc3ccc(OC)c(OC)c3)cnc2s1,0.7,-2,-4,0,2.3,-1,92,6,4,-5
COc1ccccc1Oc1coc2cc(OCC(N)=O)ccc2c1=O,-0.1,0,-4,59*,-0.7,-2,97,3,4,0
CCOc1cc(CNc2ccc(N3CCCC3)cc2)cc(Cl)c1OC,-0.4,7,-3,-10,-2.6,2,109,-1,-2,-5
CC(=O)Nc1ccc(S(=O)(=O)N(C)CC(=O)OC(C)C(=O)N(C)C2CCCCC2)cc1 (configuration not stated),-0.1,0,-9,0,-0.5,0,91,12,-1,-6
CN(C)Cc1c(C#N)c2ccccc2n1C,0.1,-2,/,-5,-0.6,3,89,4,15,1
CCNc1nc(CC)nc2c1oc1ccccc12,0.5,3,-3,-3,-2.6,-2,112,2,1,0
FC(F)(F)c1ccc(Cl)c(-n2c(-c3cc(C4CC4)[nH]n3)n[nH]c2=S)c1,-0.1,-1,4,-3,-0.7,1,94,-2,-5,1
C=C(CN(C)C)C(=O)c1ccc(OC2OC(COC(C)=O)C(OC(C)=O)C(OC(C)=O)C2OC(C)=O)cc1 (configuration not stated),-0.4,-12,-2,5,-3.5,3,106,-2,1,-23
CC(C)CCNC(=O)c1cc(-c2ccco2)nc2ccccc12,-0.2,-1,-5,-14,0.9,2,98,5,-5,14
COC(=O)Cc1c(C)c2ccc(OCC(C)=O)c(C)c2oc1=O,0.2,-3,-2,1,-1.8,0,103,2,10,-19
CN(CCOc1ccc(-c2ccn(S(=O)(=O)c3ccc(Cl)cc3)n2)cc1)c1ccccn1,0.6,-3,-3,-18,2.8,2,91,-1,5,-3
CCON1C(=O)C2(CCCCC2)C(=O)C12C=CCCC2 (configuration not stated),0.0,0,-3,8,-2.3,24,97,-4,20,1
CCOc1cc(/C=C/c2nc3ccccc3c(=O)[nH]2)ccc1O,-0.1,1,-18,2,-0.1,-9,96,11,-3,57*
Cc1c(C(=O)N2CCCc3ccccc32)oc2ccc(S(=O)(=O)N3CCOCC3)cc12,0.0,-9,-7,-19,0.1,-1,95,-3,-5,-8
Cc1ccc(S(=O)(=O)N2CCN(Cc3csc(C)n3)CC2)cc1,-0.1,-1,/,2,0.3,-3,99,4,2,-2
CCOC(=O)C1(C)CCCCCN1C(=O)c1snnc1C (configuration not stated),-0.3,-2,-11,-8,1.9,-3,98,9,6,-2
CC(Sc1nnc(Cc2cccs2)n1C1CC1)C(=O)NC1CCS(=O)(=O)C1 (configuration not stated),0.0,1,-5,-5,0.4,0,95,8,5,-1
CCC1CCc2c(sc(NC(=O)C3c4ccccc4Oc4ccccc43)c2C(N)=O)C1 (configuration not stated),-0.1,2,-5,/,-0.6,0,95,4,-2,-9
Cc1ccc(OCC(=O)Nc2ccc(S(=O)(=O)N3CCOCC3)cc2)c([N+](=O)[O-])n1,0.3,-2,-2,-1,0.2,0,79,1,-3,-10
Cc1ccc(NC(=O)CSc2nnc(CNC(=O)c3ccco3)o2)cc1,-0.4,1,9,15,-2.5,-10,97,4,7,-5
CN(C)C(C)(C)C#CCC(c1ccccc1)c1ccccc1,0.0,-2,-5,4,-0.1,8,99,-8,15,-2
CC1CCN(CC(O)COc2ccc(F)cc2)CC1 (configuration not stated),0.0,1,11,10,0.0,4,100,-4,-3,-1
O=C(NCc1ccncc1)c1cccc(S(=O)(=O)Nc2ccc(F)cc2)c1,0.1,1,-6,-16,-0.1,5,98,0,-5,-14

# The list goes on; the last 2 above are carried over.
SMILES,aDG glyco act,N-glyco inh,CaV13 ICDI inh,Vif imaging,hiPSC survival,Granule exo inh,ABCB6 inh MLPCN,m5-HT2A agonist,PDI turbidity,Cardio protect
CC1CCN(CC(O)COc2ccc(F)cc2)CC1 (configuration not stated),0.0,1,11,10,0.0,4,100,-4,-3,-1
O=C(NCc1ccncc1)c1cccc(S(=O)(=O)Nc2ccc(F)cc2)c1,0.1,1,-6,-16,-0.1,5,98,0,-5,-14
CSc1nnc(CNS(=O)(=O)c2ccc(Cl)cc2)n1C,-0.5,0,-7,-1,3.5,-1,98,1,-3,10
O=C(c1cnn(C(=O)COc2ccccc2F)c1)c1cc(F)ccc1O,0.1,-1,-15,6,-0.2,1,95,-4,5,11
Nc1nc(-c2ccccc2)cc(-c2ccccc2)n1,0.1,8,5,0,-0.4,3,92,-3,14,-2
CC(C)(C)OC(=O)NCc1ccc(CNC(=O)c2[nH]cnc2C(=O)NCC(=O)OCc2ccccc2)cc1,-0.1,1,-6,-2,0.4,0,90,3,3,39
Cc1cc(C)n(CC(O)COc2ccc(F)cc2)n1 (configuration not stated),0.0,-1,-5,4,0.2,-6,95,2,-7,2
CCOC(=O)N1CCN(C(=O)C[C@@H]2C[C@@]3(C(=O)OCC)CCC=C3N(Cc3ccco3)C2=O)CC1,-0.1,/,-10,/,-0.7,-13,104,0,/,/
CC(C)Oc1ccc(NC(N)=O)cc1,0.0,0,20,15,6.5,-8,98,-1,3,-5
CCOc1ccc(NC(=O)CSc2nccn2Cc2ccco2)cc1,0.2,1,-6,-8,-0.3,1,104,-7,10,-4
Cc1ccccc1S(=O)(=O)Cc1ccc(C(=O)NC2CCC(C)CC2)o1 (configuration not stated),-0.1,-5,-8,-5,-0.3,7,102,-1,-6,3
COc1ccc(C(CNC(=O)c2nn(-c3ccccc3)c(=O)c3ccccc23)N2CCOCC2)cc1 (configuration not stated),-0.2,3,-2,-6,0.1,-5,100,-9,-1,16
CCCCN(C(=O)CSCC(=O)Nc1ccc(C)cc1)c1c(N)n(CCCC)c(=O)[nH]c1=O,0.5,-1,-6,-3,0.7,-6,101,0,-1,0
O=C(CSc1nc(-c2ccccc2Cl)ns1)NCc1ccco1,0.3,0,-4,-4,-0.7,3,93,-4,-5,-2
COc1ccccc1C(=O)NC(=O)CSc1nncn1C,-0.2,0,-5,11,-0.2,-1,96,2,12,15
Cc1cccc(N(C(=O)CCC(=O)Nc2ccccn2)C(C(=O)NC(C)C)c2ccc(O)cc2)c1 (configuration not stated),-0.5,2,-5,-3,6.6,-2,91,1,6,16
O=S(=O)(Nc1nnc(C(F)(F)F)s1)c1ccc(Cl)cc1,-0.1,1,-21,/,0.0,0,99,-1,-2,-1
O=C(O)CCn1c(=O)[nH]c2ccccc2c1=O,1.2,3,-5,24,-1.0,-2,99,10,-3,3
CN(CC(=O)Nc1cccc(Cl)c1)S(=O)(=O)/C=C/c1ccccc1,0.3,-1,-7,3,2.8,-2,91,-9,3,-18
C=CCn1c(SCC(=O)NC2CCCC2)nnc1-c1ccccn1,-0.1,1,-6,-2,-0.3,-1,97,0,-3,-7
CCCCn1c(SCC(=O)c2ccccc2)nc2c1c(=O)[nH]c(=O)n2C,0.0,4,-6,-1,2.8,1,96,-4,-5,20
C[C@H]1CCCCO[C@H](CN(C)Cc2ccc(C(=O)O)cc2)[C@@H](C)CN([C@@H](C)CO)C(=O)c2cc(NS(=O)(=O)c3cn(C)cn3)ccc2O1,-0.1,3,-7,2,-0.4,2,98,-1,13,-4
COc1cccc(/C=N/NC(=O)c2cnccn2)c1OC,-0.1,-1,-4,-3,-0.4,-5,98,4,-7,-4
COc1ccccc1N1CCN(C(=O)c2c(-c3ccccc3Cl)noc2C)CC1,-0.3,0,-2,-13,-0.4,0,96,0,-6,0
N#Cc1c(F)cccc1NCc1cccs1,-0.2,-2,-19,-3,-0.7,0,103,-6,-9,2
Cc1ccn2c(C(C)O)nnc2c1 (configuration not stated),-0.1,6,-6,0,-0.5,3,94,-6,-1,1
CNC(=O)N(O)C1N(c2ccccc2)C(=S)SC1(C)C (configuration not stated),-0.3,0,-5,1,0.2,-6,103,-3,-26,-5

# Entries listed above printed as active in Vif imaging:
canonical_smiles | aDG glyco act | N-glyco inh | CaV13 ICDI inh | Vif imaging | Granule exo inh | ABCB6 inh MLPCN | m5-HT2A agonist | PDI turbidity
COc1ccccc1Oc1coc2cc(OCC(N)=O)ccc2c1=O | -0.1 | 0 | -4 | 59* | -2 | 97 | 3 | 4

# The listing continues:
SMILES,aDG glyco act,N-glyco inh,CaV13 ICDI inh,Vif imaging,hiPSC survival,Granule exo inh,ABCB6 inh MLPCN,m5-HT2A agonist,PDI turbidity,Cardio protect
N#Cc1ccccc1NC(=O)COc1c(Br)cc(Br)c2cccnc12,0.1,-1,-6,-4,5.4,2,100,-2,18,0
CNc1cc(C(=O)Nc2cccc(OCc3ccccc3)c2)ncn1,0.1,-3,-6,-5,-2.5,0,102,1,1,-13
Cc1noc(C(=O)Nc2cc(Cl)ccc2O)c1Cl,0.0,1,-19,-8,-0.4,1,102,-2,-5,-14
Cc1ccc(Cn2c(C)nc3c(c2=O)c2nc4ccccc4nc2n3Cc2ccco2)cc1,0.1,11,/,-6,0.0,-2,89,5,18,4
Cc1[nH][nH]c(=O)c1C(c1ccc(-c2ccc(F)cc2)o1)c1c(C)[nH][nH]c1=O,0.2,18,-5,1,-1.6,3,104,-1,12,-1
O=C(Nc1cccc(F)c1)c1c(F)c(F)c(F)c(F)c1F,2.1,1,-4,-7,-0.5,-1,95,0,-3,-3
Cc1cc(OCC(=O)Nc2ccncc2)ccc1Br,0.0,-1,/,38,2.1,-3,100,-6,1,-33
FC(F)(F)c1cc(-c2ccccc2)nc(N2CCCCCC2)n1,-0.1,0,-6,16,0.3,1,98,-3,2,-2
COc1cc(OC)cc(C(=O)Nc2cc(C)on2)c1,0.2,0,-21,2,-0.6,2,99,-1,5,-7
CCOC(=O)C1CCCN(C(=O)c2sc3nc(-c4ccc(F)cc4)cn3c2C)C1 (configuration not stated),0.1,3,-6,-9,-0.8,-2,94,-1,-9,12
CC(C)C(=O)N1CCC2(CC1)Oc1ccc(F)cc1C(=O)C21CC(c2ccc(Cl)cc2)=NO1 (configuration not stated),0.9,-6,-9,1,-1.4,-3,96,-4,-1,-5
COc1ccccc1C(=O)NNC(=O)CN1C(=O)c2ccccc2C1=O,-0.1,2,-11,/,-0.5,3,98,5,7,-2
COC(=O)Nc1ccc(S(=O)(=O)N2CCCC(C(=O)N3CCCCC3)C2)cc1 (configuration not stated),0.2,0,-6,4,0.0,0,94,2,6,-6
CC1CN(C(=O)CSc2nnc(CNC(=O)c3ccc(S(=O)(=O)N(C)C)cc3)o2)CC(C)O1 (configuration not stated),0.0,-2,-7,12,-0.2,-4,97,4,8,3
CC(=O)N1c2ccc(S(=O)(=O)N3CCCC3C(=O)Nc3cccc(F)c3)cc2CC1C (configuration not stated),0.4,2,-10,2,3.3,-2,102,0,/,-18
O=C(COC(=O)/C=C/c1cccc(Br)c1)Nc1cccc(S(=O)(=O)NC2=NCCC2)c1,-0.1,1,-5,4,-0.3,13,92,6,8,14
COc1ccc(C2(c3ccc(OC)cc3)NC(=O)N(CC(=O)N(C)C)C2=O)cc1,0.0,1,-7,-5,-0.6,2,97,-4,4,5
Cc1ccc(NC(=O)c2cc(-c3ccccc3)n[nH]2)cc1,-0.1,1,-18,-12,-0.4,7,95,-1,2,-4
